Source: PubChem BioAssay (several laboratories)
RTF Ca sens inh = cardiac RTF calcium desensitization; actives 0.12% (n = 340,000); AID 493244; inhibition, % at 7.15 µM; P19429+P45379; IANBD-labeled cardiac RTF, Ca2+ fluorescence;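 active = inhibition above the mean inhibition of all tested compounds plus 3 SD, cut at about 17% in these data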;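 also: assay run at fixed EC70 calcium of 1.6 mM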
MOR-DOR ag = agonists of human mu-delta opioid receptor heterodimerization. P35372+P41143. cells, OPRM1-OPRD1 heterodimerization, luminescence. activation, % at 9.3 µM. actives 0.3% (n = 340,000). AID 504326; in the data active = activation above about 18%;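 also: 0% = vehicle-treated cells and 100% = reference agonist; values of inactives mirror those of a sister screen read the other way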
Target sequence (P35372 whole entry, looked up): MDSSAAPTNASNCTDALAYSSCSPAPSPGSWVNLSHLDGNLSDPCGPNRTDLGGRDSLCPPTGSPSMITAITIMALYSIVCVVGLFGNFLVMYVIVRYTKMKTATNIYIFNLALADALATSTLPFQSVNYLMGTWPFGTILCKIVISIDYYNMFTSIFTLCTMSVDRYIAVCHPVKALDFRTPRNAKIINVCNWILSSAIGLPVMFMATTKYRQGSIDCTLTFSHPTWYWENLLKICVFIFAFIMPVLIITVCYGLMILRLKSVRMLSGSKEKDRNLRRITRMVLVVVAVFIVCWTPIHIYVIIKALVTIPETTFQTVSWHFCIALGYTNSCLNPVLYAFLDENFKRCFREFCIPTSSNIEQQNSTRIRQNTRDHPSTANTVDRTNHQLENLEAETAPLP
Target sequence (P41143 whole entry, looked up): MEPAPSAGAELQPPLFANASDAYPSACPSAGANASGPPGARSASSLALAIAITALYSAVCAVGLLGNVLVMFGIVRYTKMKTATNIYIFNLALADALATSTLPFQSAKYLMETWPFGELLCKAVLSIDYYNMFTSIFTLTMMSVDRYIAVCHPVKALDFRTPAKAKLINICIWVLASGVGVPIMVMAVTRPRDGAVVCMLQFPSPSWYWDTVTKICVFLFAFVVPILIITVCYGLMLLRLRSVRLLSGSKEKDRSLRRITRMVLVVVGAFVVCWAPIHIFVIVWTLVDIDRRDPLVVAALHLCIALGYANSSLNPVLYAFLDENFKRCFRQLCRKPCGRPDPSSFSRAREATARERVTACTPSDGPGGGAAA
C-LANA FP = inhibitors of KSHV LANA C-terminal domain DNA binding; AID 504423; MBP-C-LANA/FAM-LBS DNA binding, fluorescence polarization; actives 0.078% (n = 340,000); inhibition, % at 9 µM;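 active = highest replicate inhibition at or above 60% at 9 µM, even if other replicates fall short; inactive = all replicates below 60% inhibition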;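 also: 0% = neutral control wells and 100% = 4 µM acridine orange control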
OPRM1-OPRD1 inv = inverse agonist of human OPRM1-OPRD1 heterodimerization; cell-based MOR-DOR heterodimer luminescence, inverse agonism; inhibition, % at 9.3 µM; actives 0.21% (n = 340,000); AID 504357; in the data active = inhibition above about 22%, passing the limit was not always enough;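 also: 0% = cells with DMSO and 100% = wells without cells with DMSO; values of inactives mirror those of a sister screen read the other way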
HTR5A ag ctr = HTR5A agonism, opioid heterodimer counter-screen | P47898 | HTR5A agonist assay, luminescence, cell-based | activation, % at 9.3 µM | actives 0.61% (n = 340,000); in the data active = activation mostly above about 9.5%, no sharp cut-off; inactive = mostly below about 7.6%;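 also: 0% = cells with vehicle only and 100% = reference agonist; strong numbers were not always called active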
CAL-PDZ inh HTS = CAL PDZ (human) peptide binding inhibition; inhibition, % at 24.9 µM; purified CAL PDZ, TMR-peptide fluorescence polarization, 1 h; AID 602252; Q9HD26; actives 0.92% (n = 300,000);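 active = mean inhibition of at least 30% with at least half of replicates also reaching 30%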;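 also: 0% = DMSO neutral control and 100% = excess unlabeled competitor peptide PRC23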
V-ATPase pHluor = yeast V-ATPase proton transport regulation by pHLuorin; S. cerevisiae, pHLuorin cytosolic pH fluorescence; response, % at 10 µM; actives 0.37% (n = 350,000); in the data active = response mostly above about 7.3%, no sharp cut-off; inactive = mostly below about 5.4%; also: actives read high; inactives centre near 0; some compounds called inactive have numbers as strong as hits; reference of the scale not given here
cardiac RTF act = cardiac RTF calcium sensitization | activation, % at 7.2 µM | IANBD-labeled TnC RTF fluorescence at EC20 calcium; 0% EC20 calcium, 100% full calcium | P19429+P45379 | AID 493008 | actives 0.24% (n = 340,000);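 active = activation above the mean over all tested compounds plus 3 SD, cut at about 30% in these data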;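 also: rise in fluorescence read as greater calcium sensitivity of cardiac thin filaments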
Keap1 Nrf2 FP = inhibitors of human Keap1-Nrf2 protein-protein interaction. Q14145. Keap1 Kelch-Nrf2 peptide fluorescence polarization, 1536-well. inhibition, % at 9.4 µM. actives 0.15% (n = 340,000); in the data active = inhibition above about 12%;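 also: human Keap1 Kelch domain with fluorescein labeled Nrf2 9mer peptide probe; 0% = neutral control wells and 100% = peptide positive control; higher means more block of Keap1 binding to Nrf2 peptide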
HTR5A inv ctr = HTR5A inverse agonism, opioid heterodimer counter-screen. P47898. HTR5A cell line, luminescence. inhibition, % at 9.3 µM. actives 0.083% (n = 340,000). AID 504634; in the data active = inhibition mostly above about 23%, no sharp cut-off; inactive = mostly below about 18%;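 also: 0% = cells with DMSO and 100% = no-cell wells with DMSO; some compounds called inactive have numbers as strong as hits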
* hit, by the source's call; nt = no result given.

The first four records, ahead of the listing:
SMILES | RTF Ca sens inh | MOR-DOR ag | C-LANA FP | OPRM1-OPRD1 inv | HTR5A ag ctr | CAL-PDZ inh HTS | V-ATPase pHluor | cardiac RTF act | Keap1 Nrf2 FP | HTR5A inv ctr
COC(=O)C1(C)NC(c2cccs2)C2C(=O)N(c3ccccc3F)C(=O)C21 (stereo unspecified) | -19 | -1.1 | -1.8 | 6 | 3 | 0 | 0 | -3 | -3 | 7
COc1ccc(CNC(=S)NCc2ccc(OC)cc2)cc1 | -6 | -0.2 | 0.6 | 1 | -1 | -7 | 7.1* | 6 | -5 | 1
COc1ccc(C(=O)Nc2nnc(-c3ccc(F)cc3)s2)c(OC)c1 | -8 | -1.5 | 1.9 | 8 | 0 | -5 | -1 | 7 | 1 | 0
C=CCn1c(SCC(=O)NC2CCCCC2)nc2ccccc2c1=O | -1 | -1.9 | -0.8 | 10 | 2 | 3 | 0 | -3 | -2 | -6

The listing, previewed entries included:
SMILES | RTF Ca sens inh | MOR-DOR ag | C-LANA FP | OPRM1-OPRD1 inv | HTR5A ag ctr | CAL-PDZ inh HTS | V-ATPase pHluor | cardiac RTF act | Keap1 Nrf2 FP | HTR5A inv ctr
COC(=O)C1(C)NC(c2cccs2)C2C(=O)N(c3ccccc3F)C(=O)C21 (stereo unspecified) | -19 | -1.1 | -1.8 | 6 | 3 | 0 | 0 | -3 | -3 | 7
COc1ccc(CNC(=S)NCc2ccc(OC)cc2)cc1 | -6 | -0.2 | 0.6 | 1 | -1 | -7 | 7.1* | 6 | -5 | 1
COc1ccc(C(=O)Nc2nnc(-c3ccc(F)cc3)s2)c(OC)c1 | -8 | -1.5 | 1.9 | 8 | 0 | -5 | -1 | 7 | 1 | 0
C=CCn1c(SCC(=O)NC2CCCCC2)nc2ccccc2c1=O | -1 | -1.9 | -0.8 | 10 | 2 | 3 | 0 | -3 | -2 | -6
Cc1cc2nc(C)c(=O)n(C)c2cc1C | -25 | -1.7 | -1.4 | 9 | 4 | nt | 1 | 4 | -2 | -10
CC(=O)Oc1ccc(C(=O)Nc2cc(NC(=O)c3ccc(OC(C)=O)cc3)cc(C(=O)NC(C)(C)C)c2)cc1 | 6 | 0.8 | -0.3 | -5 | 7 | -6 | 2 | 0 | -8 | -41
OCc1ccnc2c(O)cccc12 | -6 | 0.0 | -0.8 | 0 | 8 | -2 | 6 | -5 | 8 | -8
C=CCSc1nc2ccccc2[nH]1 | -12 | -2.6 | 1.8 | 13 | 0 | -1 | 0 | -1 | 0 | 1
CCOc1ccc(/C(O)=C2/C(=O)C(=O)N(Cc3cccnc3)C2c2ccc(N(C)C)cc2)c(C)c1 (stereo unspecified) | -16 | -1.9 | -0.3 | 10 | -1 | -2 | -2 | 1 | -1 | -24
Cc1nn(C)cc1C(=O)/C=C/c1ccc([N+](=O)[O-])cc1 | -3 | 2.4 | 2.0 | -12 | 6 | nt | 0 | 6 | 3 | -15
Cc1ccccc1CS(=O)(=O)Cc1ccc(C(=O)NCC2CCCO2)o1 (stereo unspecified) | -15 | -0.4 | -1.4 | 2 | -2 | -1 | -4 | -5 | -3 | 10
Cc1cc(-n2c(C)cc(C(=O)CN3C(=O)NC4(CCCCC4)C3=O)c2C)no1 | -13 | -0.7 | -0.5 | 4 | -2 | 2 | -2 | 0 | 2 | -28

Results in CAL-PDZ inh HTS and V-ATPase pHluor, for some of the entries so far:
| SMILES | CAL-PDZ inh HTS | V-ATPase pHluor |
| --- | --- | --- |
| OCc1ccnc2c(O)cccc12 | -2 | 6 |
| C=CCSc1nc2ccccc2[nH]1 | -1 | 0 |
| CCOc1ccc(/C(O)=C2/C(=O)C(=O)N(Cc3cccnc3)C2c2ccc(N(C)C)cc2)c(C)c1 (stereo unspecified) | -2 | -2 |

Next part
SMILES | RTF Ca sens inh | MOR-DOR ag | C-LANA FP | OPRM1-OPRD1 inv | HTR5A ag ctr | CAL-PDZ inh HTS | V-ATPase pHluor | cardiac RTF act | Keap1 Nrf2 FP | HTR5A inv ctr
N#CCC(=O)Nc1ccc(C(=O)OCC(=O)c2ccc3c(c2)NC(=O)CO3)cc1 | 2 | -1.5 | 1.5 | 6 | 0 | -5 | -1 | -1 | -5 | 1
CC(Sc1nnc(Cn2c(=O)sc3ccccc32)n1C)c1ccccc1 (stereo unspecified) | 1 | -2.6 | -0.4 | 13 | 0 | -3 | -1 | -9 | 0 | -1
CC1CN/C(=C\C(=O)c2ccccc2)C(=O)N1 (stereo unspecified) | -1 | -1.4 | -0.1 | 8 | 3 | -4 | -1 | 10 | -2 | -21
COc1ccc(N(CC(=O)NCc2cccnc2)S(=O)(=O)c2ccccc2[N+](=O)[O-])c(OC)c1 | -2 | -4.0 | -0.2 | 20 | 2 | 1 | -1 | -4 | -2 | -4
O=C(c1ccc(=O)[nH]c1)N1CCCc2ccccc21 | -2 | -2.1 | 7.6 | 11 | 0 | 2 | 0 | 4 | 2 | 0
Cc1cc(OC(C)C(=O)NC(Cc2c[nH]c3ccc(O)cc23)C(=O)O)c2c(C)c(C)c(=O)oc2c1 (stereo unspecified) | -8 | -1.5 | 1.6 | 8 | 1 | -1 | 1 | 4 | -8 | -18
Cc1cc(C)n(C2CCCCC2OC(=O)c2ccccc2)n1 (stereo unspecified) | -10 | -2.3 | -0.3 | 10 | 10 | -3 | -1 | 1 | 1 | 8
Cc1cc(C)c2sc(NC(=O)c3ccc([N+](=O)[O-])o3)nc2c1 | -5 | 4.2 | 2.0 | -23 | -1 | -4 | -5 | 0 | -3 | -6
O=C(CCCC(=O)OCC(F)(F)C(F)F)Nc1nccs1 | 2 | 1.2 | 1.6 | -7 | -1 | 0 | 4 | 4 | -2 | 2
Cc1ccnc(NC(=O)c2ccc3c(c2)C(=O)N(CC2CCCO2)C3=O)c1 (stereo unspecified) | 1 | -2.2 | -2.3 | 12 | -2 | 2 | -2 | 1 | -1 | 4
CCOC(=O)c1cnc(SCC(=O)Nc2cc(OC)ccc2OC)nc1N | 5 | -0.7 | -0.7 | 4 | 0 | 1 | 4 | 7 | 3 | 19
CC(C)(C)OC(=O)N1CCC[C@@H]1C(=O)N1CCC(C(=O)O)CC1 | 1 | -3.9 | -1.2 | 19 | 4 | 18 | 4 | 1 | 0 | -10
COc1ccc(NC(=O)NN2CCN(C)CC2)c(OC)c1 | -10 | 0.2 | -0.2 | -1 | 3 | -7 | 6 | 2 | 0 | 9
CCOC(=O)CCCn1ncn2c(cc3occc32)c1=O | 4 | -3.5 | -4.0 | 22 | -4 | -4 | -2 | -3 | -1 | -12
O=C(O)CSc1nnc(-c2ccncc2)n1-c1ccc(Cl)cc1 | -5 | -2.1 | -0.4 | 11 | -1 | -3 | -4 | -4 | -3 | 4
O=[N+]([O-])c1ccc(COc2cccc(CN3CCOCC3)c2)cc1 | -5 | 3.5 | -0.5 | -17 | -3 | -2 | 3 | -6 | -3 | 11
COc1ccc(N2C(=O)c3ccccc3S2(=O)=O)cc1 | 5 | -2.5 | -0.8 | 12 | 2 | -1 | 5 | -1 | -2 | -6
CCOC(=O)Nc1csnn1 | -4 | -4.3 | 0.3 | 24 | 6 | -5 | 0 | -5 | -1 | -23
CC(C)c1ccc(C(O)c2nc3ccccc3n2C)cc1 (stereo unspecified) | -3 | 0.7 | -1.3 | -4 | 6 | nt | 0 | 9 | -1 | 8
O=C(COc1ccc(Br)cc1F)NC1CCN(Cc2ccccc2)CC1 | 4 | -0.2 | 0.2 | 1 | 0 | -3 | 2 | -2 | 2 | -14
Cc1ccc2nc(SCC(=O)Nc3ccc4sc(C)nc4c3)c(C#N)cc2c1 | 0 | -2.2 | 1.1 | 11 | 2 | 0 | -1 | 3 | 4 | -6
COc1ccc(CNC(=O)C2CCN(C(=O)c3csc(Nc4ccc(C)cc4)n3)CC2)cc1 | -4 | 1.4 | -0.3 | -11 | 1 | 0 | 0 | -1 | 3 | -3
CCc1ccc(C(=O)COC(=O)c2ccccc2OC)cc1 | -2 | 0.2 | -2.0 | -1 | 2 | -2 | 0 | 4 | -2 | 4
Cc1nc2c(C(=O)N3CCOCC3)cnn2c(C)c1Cc1ccc(Cl)cc1 | -3 | 3.8 | -0.2 | -20 | 12* | nt | 5 | -10 | -1 | -18
O=C(NN1CCOCC1)c1ccc(F)cc1 | -6 | -4.6 | 0.4 | 24 | 2 | 0 | 2 | -2 | -1 | -4
O=C(CSc1nc(-c2ccccc2Cl)ns1)NCc1ccc2c(c1)OCO2 | -19 | 3.8 | 1.2 | -21 | 1 | 0 | -7 | 7 | -6 | -10
Cc1cc(C)n(CCNC(=O)c2ccc3c(c2)OCO3)n1 | -4 | -3.4 | -0.5 | 18 | 1 | 0 | 3 | -3 | -1 | -4
COCCN(C(=O)COC(=O)CCc1ccccc1)c1c(N)n(Cc2ccccc2)c(=O)[nH]c1=O | -17 | -3.7 | -0.9 | 19 | 2 | -6 | -1 | -7 | 6 | -4
O=C(O)c1ccccc1Nc1ccnc(C(F)(F)F)c1 | -5 | -2.0 | 2.0 | 11 | -1 | -10 | -2 | 1 | 3 | 3
COc1ccc(C2C(C(C)=O)=C(O)C(=O)N2CCO)c(OC)c1 (stereo unspecified) | 2 | -2.5 | 0.8 | 10 | 0 | 7 | 0 | -6 | -8 | 11
COc1ccc(C(=O)c2cnc(/N=C/N(C)C)s2)cc1 | -1 | -0.1 | 2.5 | 0 | 3 | -3 | -5 | 3 | 1 | -9
Cn1c(=O)oc2cc(S(=O)(=O)Nc3ccc(Cl)cc3F)ccc21 | 5 | -3.2 | -2.2 | 16 | -1 | -4 | -1 | -7 | 0 | 2
O=C(C1CCCN(Cc2ccc(Br)cc2)C1)N1CCCCC1 (stereo unspecified) | -2 | -2.7 | 0.1 | 16 | 3 | 1 | 0 | -1 | -1 | -12
Nc1ccc(Cl)c(S(=O)(=O)Nc2ccc(Cl)cc2)c1 | -1 | -1.6 | 0.4 | 8 | -3 | nt | -1 | -1 | -3 | -13
S=C(Nc1ccccc1Cl)N1CCOCC1 | -7 | -1.5 | -0.6 | 8 | 3 | 4 | 2 | 2 | 1 | 2
COc1ccc(-c2cc(N)n(S(=O)(=O)Cc3ccccc3)n2)c(OC)c1 | 3 | -2.4 | 0.6 | 12 | 2 | nt | 3 | 5 | -3 | -6
CCCN(CCC)CCNC(=O)C1CCCN(S(=O)(=O)c2ccc3c(c2)oc(=O)n3C)C1 (stereo unspecified) | -5 | -1.5 | -1.3 | 8 | 0 | nt | 2 | -4 | 0 | 1
CC(C)(C)c1ccc2c(c1)OC(C(=O)N/N=C\c1ccc[nH]1)CO2 (stereo unspecified) | -10 | 8.4 | 0.6 | -42 | 5 | -1 | 6 | 3 | -3 | -17
